Screening data: PubChem BioAssay, several laboratories
RORa activator = activators of human nuclear receptor RORA. activation, % at 10 µM. CHO-K1 Gal4-RORA LBD luciferase reporter, luminescence; percent increase over mock-subtracted basal signal. P35398. 1.5% of 65,000 active. AID 560;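 active means activation above the mean of all tested compounds plus 3 SD, cut at about 49% in these data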;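 further: 0% = DMSO-treated RORA cells and 100% = added signal equal to DMSO minus mock-transfected cells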
D1 mod = allosterically modulates the human D1 dopamine receptor | HEK293 D1, CRE-luciferase, dopamine EC30 potentiation; actives deviate in either direction | B-score at 10 µM | 5.9% of 58,000 active | AID 641;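 active means luminescence count or its row- and column-corrected plate score outside the 99.7% band of the plate's sample wells, on either side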
Target sequence (P21728 whole entry, looked up): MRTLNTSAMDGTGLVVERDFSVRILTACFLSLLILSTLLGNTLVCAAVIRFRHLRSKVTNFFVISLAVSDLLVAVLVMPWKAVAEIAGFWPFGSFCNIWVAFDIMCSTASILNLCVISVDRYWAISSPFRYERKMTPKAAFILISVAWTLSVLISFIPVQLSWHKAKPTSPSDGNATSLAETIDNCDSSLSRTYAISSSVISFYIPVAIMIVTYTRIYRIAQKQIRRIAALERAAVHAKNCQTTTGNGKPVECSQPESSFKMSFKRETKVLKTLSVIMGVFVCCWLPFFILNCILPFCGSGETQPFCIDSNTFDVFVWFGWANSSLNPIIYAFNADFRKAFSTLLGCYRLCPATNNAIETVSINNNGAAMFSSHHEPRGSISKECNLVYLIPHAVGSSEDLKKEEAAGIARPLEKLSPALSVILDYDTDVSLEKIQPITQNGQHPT
Her2 expr inh = Her2 kinase expression inhibition | SKBR-3 HER2 protein level, AlphaScreen, 18-24 h; hits give low values | P04626 | AID 645 | HER2 level % of control, % at 10 µM | 0.69% of 65,000 active;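 active means HER2 level under 5% of the carrier-only control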;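 further: 100% = DMSO carrier and 0% = 500 nM PU-H71 HSP90 inhibitor; lower value means stronger loss of Her2 protein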
SF1 activator = activators of human nuclear receptor SF-1. Q13285. CHO-K1 Gal4-SF-1 LBD luciferase reporter; % increase over DMSO SF-1-specific signal. activation, % at 10 µM. 1.9% of 65,000 active. AID 522;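 active means activation above the mean activation of all tested compounds plus 3 SD, cut at about 50% in these data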
Target sequence (Q13285 whole entry, looked up, the tested form may be a part): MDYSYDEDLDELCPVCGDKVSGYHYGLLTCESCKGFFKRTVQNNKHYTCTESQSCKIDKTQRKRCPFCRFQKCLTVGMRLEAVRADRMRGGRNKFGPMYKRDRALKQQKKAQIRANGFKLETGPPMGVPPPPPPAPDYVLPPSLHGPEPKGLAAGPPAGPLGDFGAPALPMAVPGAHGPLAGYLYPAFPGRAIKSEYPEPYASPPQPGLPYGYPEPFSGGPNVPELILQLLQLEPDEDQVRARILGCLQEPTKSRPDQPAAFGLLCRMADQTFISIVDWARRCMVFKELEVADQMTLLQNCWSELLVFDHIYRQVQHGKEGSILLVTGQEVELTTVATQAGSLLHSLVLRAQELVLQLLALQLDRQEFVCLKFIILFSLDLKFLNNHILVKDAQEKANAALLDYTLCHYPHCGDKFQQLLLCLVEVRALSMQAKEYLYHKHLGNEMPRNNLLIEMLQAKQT
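System: CHO-K1 cells with Gal4–hSF-1 LBD chimera plus Gal4-driven luciferase; quantity: 4,000 CHO-K1 cells per well; compound: one dose, 10 µM compound, 1% DMSO; times: 20 h compound treatment, 37 °C; measured by: SteadyLite luciferase luminescence; read-out: percent activation versus DMSO; benchmarks: DMSO and mock-transfected background; replicates: one test per compound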
MKP-1 inh = human dual specificity phosphatase 1 inhibition; 0.15% of 65,000 active; recombinant MKP-1, OMFP hydrolysis fluorescence; AID 374; inhibition, %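 (compounds tested at a single concentration somewhere between 10 and 100 µM)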; P28562;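 active means inhibition above about 50%, limit read from the data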;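 further: 0% = DMSO max control wells and 100% = wells with enzyme stopped by NaOH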
Cdc25B inh = human M-phase inducer phosphatase 2 inhibition | P30305 | recombinant Cdc25B, OMFP fluorescence Ex485/Em525 | inhibition, %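 (compounds tested at 10 µM final in the well)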 | 0.1% of 65,000 active | AID 368; in the data active means inhibition above about 50%
FXIIa mix inh = blocks human factor XIIa in pooled compound mixtures; P00748; purified FXIIa, fluorogenic substrate; inhibition, % at 5 µM; 0.2% of 62,000 active; AID 684; in the data active means inhibition above about 20%, passing the limit was not always enough;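 further: 0% = enzyme without compound and 100% = no enzyme blank; some results filed as inactive read as strong as hits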
TNAP act mid DEA = activates human TNAP at intermediate phosphate acceptor concentration; activation factor at 20 µM; AID 813; 64,000 tested, under 10 active; purified TNAP, CDP-star luminescence, 100 mM DEA, 30 min; hits give high values; scale: 0 levamisole-inhibited, 1 vehicle-only enzyme;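 active means activation factor of at least 2 at 20 µM, relative to controls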
Hsp90 block = displaces geldanamycin probe from tumor Hsp90. NCI-N417 lysate Hsp90, Cy3B-geldanamycin FP displacement. inhibition, % at 30 µM. 0.35% of 64,000 active. P07900;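 active means inhibition above 50%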;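 further: 0% = tracer plus lysate wells and 100% = tracer alone without lysate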
Active calls of the source: *; nt = no result given; & = joins results of further samples.

Screens in order – Cdc25B inh | TNAP act mid DEA | FXIIa mix inh | Her2 expr inh | Hsp90 block | D1 mod | RORa activator | SF1 activator | MKP-1 inh
- O=P(C(c1c[nH]c2ccccc12)N1CCOCC1)(N1CCOCC1)N1CCOCC1 (stereo not given)
    21 | 0.9 | 10 | 78 | -7 | nt | -10 | -4 | 4
- CC(=NCc1ccco1)c1c(O)n(Cc2ccccc2)c(=O)[nH]c1=O
    -4 | 0.9 | -3 | 114 | -1 | 4.5* | 27 | 19 | -4
- CCC(=O)N1c2ccc(S(=O)(=O)CCC(=O)N3CCC4(CC3)OCCO4)cc2CC1C (stereo not given)
    7 | 0.9 | 7 | 127 | 0 | -0.43 | -1 | 16 | 5
- CCC12CN3CCN(CC(C3)/C1=N\O)C2
    -3 | 0.9 | -2 | 101 | 2 | -0.11 | -4 | 9 | 7
- C=CCN1C(=O)C2(C(C(=O)OCC)=C(N)Oc3ccccc32)c2c1c1ccccc1oc2=O (stereo not given)
    -29 | 1 | 7 | 78 | -19 | 0.084 | -6 | -4 | 15
- O=c1cccc2n1CC1CC2CN(Cc2ccc3c(c2)OCO3)C1 (stereo not given)
    3 | 0.9 | 6 | 119 | -6 | 0.31 | 2 | -9 | 3
- C[N+]1(C)[C@@H]2CC(OC(=O)[C@H](CO)c3ccccc3)C[C@H]1[C@@H]1O[C@@H]12 (stereo not given in full)
    -25 | 0.8 | 4 | 92 | -1 | 0.3 | -19 | 2 | -7
- CC(C)C(=O)c1cn(Cc2ccccc2C#N)c2ccccc12
    -6 | 1 | 7 | 103 | -2 | 1.6 | -2 | -2 | 7
- Cn1c2ccccc2c2c(C(=O)N3CCC4(CC3)OCCO4)cn(C3CCCCC3)c(=O)c21
    -8 | 0.9 | 2 | 84 | 0 | -0.53 | 0 | 3 | 11
- CCn1c(=O)cc(SCC(=O)N2CCC3(CC2)OCCO3)c2ccccc21
    -9 | 0.9 | 4 | 88 | 0 | nt | -7 | -19 | 28
- O=C(c1ccc(Cl)cc1)C12CN3CN(CN(C3)C1)C2
    5 | 1 | 3 | 82 | -2 | 0.12 | 8 | 8 | -16
- CN(C)c1ccc(NC(=O)CN2C(=O)CN=C(c3ccccc3)c3ccccc32)cc1
    -6 | 0.9 | 8 | 116 | 1 | 0.77 | 6 | 9 | 34
- Cc1ccc(-n2nc(C)c3c2NC(=O)CSC3c2ccc3c(c2)OCO3)cc1 (stereo not given)
    -14 | 0.9 | -6 | 101 | nt | -0.36 | -12 | 4 | 9
- CC(=NCCN1CCOCC1)c1c(O)n(C2CCCCC2)c(=O)[nH]c1=O
    11 | 1 | 8 | 236 | 0 | 1.4 | -5 | -1 | -9
- CC(=NCCCn1ccnc1)c1c(O)n(C)c(=O)n(C)c1=O
    3 | 0.8 | 4 | 107 | 0 | -0.17 | 1 | -4 | -16
- COc1ccc(Cn2c(O)c(C=NCCCn3ccnc3)c(=O)[nH]c2=O)cc1
    23 | 1 | nt | 107 | -6 | 0.21 | -8 | -6 | -39
- CCCCN1C(=O)NC(=O)C2(Cc3cc(C)ccc3N(C)C2)C1=O (stereo not given)
    43 | 0.9 | 5 | 93 | 0 | -0.37 | 1 | -13 | -15
- OCCN1C2CCC1CC(O)(c1ccc(F)cc1)C2 (stereo not given)
    -14 | 0.9 | -18 | 117 | -5 | -0.23 | -21 | -3 | 2
- COc1ccc(CCNCc2ccccn2)cc1OC
    -16 | 0.9 | 12 | 102 | -1 | -0.68 | -10 | -8 | 0
- CC(=NCCCN1CCOCC1)c1c(O)n(-c2ccccc2C)c(=O)[nH]c1=O
    7 | 0.9 | 2 | 82 | -4 | -0.11 | -24 | -13 | -5
- CCN1CCC2(CCNC2)C1 (stereo not given)
    -13 | 0.9 | 3 | 124 | -6 | -0.58 | -21 | -6 | -10
- O[C@@H]1CCCC[C@H]1N1CCC(c2ccccc2)CC1
    2 | 0.9 | 4 | 110 | 1 | 1.2 | -15 | -9 | -16
- COC(=NC1CCCC1)C(O)c1c[nH]c2ccccc12 (stereo not given)
    2 | 1 | 5 | 281 | -1 | -0.57 | -13 | 1 | 6
- Nc1ccccc1C(=O)OCCOc1ccccc1
    5 | 0.8 | 3 | 80 | -2 | -4.4* | 7 | -5 | 7
- Nc1ccccc1C(=O)c1ccccc1
    -4 | 0.9 | -6 | 108 | 0 | 0.0056 | 5 | 0 | 7
- O=C(C(Cc1ccccc1)NS(=O)(=O)c1cccc2nsnc12)N1CCC2(CC1)OCCO2 (stereo not given)
    0 | 0.9 | 4 | 103 | -2 | nt | -16 | -7 | 9
- CN1CCC(N(C)c2ncnc3ccc(Br)cc23)CC1
    -3 | 0.9 | -20 | 120 | 0 | -4.3* | 8 | 30 | 3
- COCc1cc(C2SCC(=O)Nc3c2c(=O)[nH]n3C(C)C)ccc1OC (stereo not given)
    -17 | 0.9 | 2 | 88 | -4 | 0.025 | 6 | -2 | -13
- C=CCn1c(O)c(C=Nc2ccc(OC)cc2C)c(=O)[nH]c1=O
    7 | 0.9 | -15 | 103 | -1 | -0.36 | -2 | 7 | 0
- COc1cccc(-n2c(C)nc3ccccc3c2=O)c1
    -30 | 0.9 | nt | 132 | -2 | nt | 2 | 2 | -14

4 entries from above, with each value named:
COC(=NC1CCCC1)C(O)c1c[nH]c2ccccc12 (stereo not given)
- Cdc25B inh: 2
- TNAP act mid DEA: 1
- FXIIa mix inh: 5
- Her2 expr inh: 281
- Hsp90 block: -1
- D1 mod: -0.57
- RORa activator: -13
- SF1 activator: 1
- MKP-1 inh: 6
Nc1ccccc1C(=O)OCCOc1ccccc1
- Cdc25B inh: 5
- TNAP act mid DEA: 0.8
- FXIIa mix inh: 3
- Her2 expr inh: 80
- Hsp90 block: -2
- D1 mod: -4.4*
- RORa activator: 7
- SF1 activator: -5
- MKP-1 inh: 7
Nc1ccccc1C(=O)c1ccccc1
- Cdc25B inh: -4
- TNAP act mid DEA: 0.9
- FXIIa mix inh: -6
- Her2 expr inh: 108
- Hsp90 block: 0
- D1 mod: 0.0056
- RORa activator: 5
- SF1 activator: 0
- MKP-1 inh: 7
O=C(C(Cc1ccccc1)NS(=O)(=O)c1cccc2nsnc12)N1CCC2(CC1)OCCO2 (stereo not given)
- Cdc25B inh: 0
- TNAP act mid DEA: 0.9
- FXIIa mix inh: 4
- Her2 expr inh: 103
- Hsp90 block: -2
- D1 mod: nt
- RORa activator: -16
- SF1 activator: -7
- MKP-1 inh: 9

The listing continues:
Screens in order – Cdc25B inh | TNAP act mid DEA | FXIIa mix inh | Her2 expr inh | Hsp90 block | D1 mod | RORa activator | SF1 activator | MKP-1 inh
- CCCC(C)(COC(N)=O)COC(=O)NC(C)C (stereo not given)
    -27 | 0.9 | -2 | 91 | 0&1 | -0.16 | -29 | 6 | -10
- CN1CCc2c(c(N3CCCCC3)nc3n[nH]c(N)c23)C1
    -44 | 1 | nt | 102 | 2 | nt | -5 | -10 | -11
- O=C(Cn1c(=O)c(C(F)(F)F)nc2ccccc21)N1CCC2(CC1)OCCO2
    -6 | 1 | 1 | 115 | -5 | -0.63 | 22 | -1 | 26
- CNC(=O)ON(C(=O)NC)C1N(C)C(=S)SC1(C)C (stereo not given)
    6 | 1 | 8 | 92 | -3 | 1.5 | -21 | 14 | -14
- Cc1ccc(C2N(c3cc(C)on3)C(=O)C3CCCN32)cc1 (stereo not given)
    11 | 1 | 9 | 82 | 0 | -0.52 | 4 | -2 | 9
- COc1ccc(CN2CCN(c3ccccc3)CC2)c(C)c1C
    -12 | 1 | -14 | 99 | 0 | -0.82 | -16 | -21 | 2
- CN=C(SCc1ccccc1)c1c(O)n(C)c(=O)n(C)c1=O
    8 | 0.9 | 1 | 88 | -3 | 0.24 | 13 | 2 | -13
- O=C1CC(=O)N(c2ccc3c(c2)OCO3)C(=O)N1
    1 | 0.9 | 2 | 71 | -9 | 0.88 | 17 | -4 | 1
- O=P(O)(O)COc1ccccc1O
    -2 | 0.9 | 1 | 72 | -1 | 0.14 | -2 | -9 | -11
- Nc1nnc(CCN2CCCCC2)s1
    -10 | nt | nt | 146 | -2 | 1.1 | -11 | -2 | -4
- CCC(=NCCCN(C)C)c1c(O)n(-c2ccc(OC)cc2)c(=O)[nH]c1=O
    -7 | 0.9 | -6 | 127 | -1 | -0.5 | 6 | -2 | -19
- Cn1c(O)c(C=NCc2ccco2)c(=O)n(C)c1=O
    -13 | 0.9 | 5 | 106 | -2 | 0.78 | nt | nt | -1
- C=CCn1c(O)c(C=NCCN(C)C)c(=O)[nH]c1=O
    -8 | 0.9 | 4 | 74 | 1 | -0.039 | 0 | 12 | -13
- O=P(OCC(F)(F)C(F)F)(N1CCOCC1)N1CCOCC1
    -1 | 1 | 5 | 112 | 2 | -1.4 | -8 | 0 | -22
- Cc1nc2ccccc2c(=O)n1-c1ccccn1
    -2 | 0.8 | 7 | 97 | 0 | -0.33 | 12 | 9 | 5
- Cc1ccc(C2C(S(C)(=O)=O)=C(O)C(=O)N2c2ccccc2)cc1 (stereo not given) (tested in a mixture with another compound)
    -21 | 1 | 12 | 126 | -1 | -0.26 | -10 | 6 | 4
- CCC(=NCc1ccco1)c1c(O)n(C2CCCCC2)c(=O)[nH]c1=O
    22 | 0.9 | 25 | 272 | -10 | 14* | -5 | -14 | 0
- CCOCCCN=Cc1c(O)n(Cc2ccccc2)c(=O)[nH]c1=O
    -1 | 1 | 0 | 90 | -2 | -0.77 | -4 | -4 | -8
- O=C(c1cc2nc(-c3ccccc3)cc(-c3ccccc3)n2n1)N1CCC2(CC1)OCCO2
    -8 | 0.9 | 2 | 101 | -3 | -0.91 | 9 | 2 | 16
- O=C(Cc1ccccc1)Oc1cccc(N2C(=O)CCC2=O)c1
    -2 | 0.9 | -1 | 62 | -4 | 0.32 | -31 | -4 | 5
- Cc1cccc(CS(=O)(=O)Cc2ccc(C(=O)N3CCC4(CC3)OCCO4)o2)c1
    6 | 0.9 | 12 | 107 | 1 | 0.76 | -11 | -6 | -7
- O=c1[nH]c(=O)n(Cc2ccc(F)cc2)c(O)c1C=NCCCN1CCOCC1
    0 | 0.8 | 12 | 177 | -4 | -0.52 | 1 | 2 | -2
- CC12CN3CC(C)(CN(C1)C3c1cccnc1)C2=O (stereo not given)
    1 | 0.9 | -1 | 51 | -3 | -0.68 | -21 | -2 | 7
- CCOC(=O)C1=C(N)Oc2cc(C)oc(=O)c2C12C(=O)N1c3c(cc(OC)cc32)C(C)=CC1(C)C (stereo not given)
    -1 | 0.9 | -1 | 104 | -4 | -0.16 | -6 | 27 | 17
- CC(c1ccccc1)n1cncc1C(=O)N1CCCC1=O (stereo not given)
    -22 | 0.9 | 16 | 158 | 1 | 0.077 | -5 | -4 | 2
- c1ccc2c(NC3=NCCS3)cccc2c1
    -1 | 0.9 | 22 | 76 | 1 | -0.24 | -18 | 22 | 35

3 compounds picked at random from those above, as already listed:
Screens in order – Cdc25B inh | TNAP act mid DEA | FXIIa mix inh | Her2 expr inh | Hsp90 block | D1 mod | RORa activator | SF1 activator | MKP-1 inh
- CCOCCCN=Cc1c(O)n(Cc2ccccc2)c(=O)[nH]c1=O
    -1 | 1 | 0 | 90 | -2 | -0.77 | -4 | -4 | -8
- CN1CCc2c(c(N3CCCCC3)nc3n[nH]c(N)c23)C1
    -44 | 1 | nt | 102 | 2 | nt | -5 | -10 | -11
- O=C(Cn1c(=O)c(C(F)(F)F)nc2ccccc21)N1CCC2(CC1)OCCO2
    -6 | 1 | 1 | 115 | -5 | -0.63 | 22 | -1 | 26

A portion of the library; count on the stated rates, not on these rows.
